From PubChem BioAssay
S1P4 antagonist: blocks the human S1P4 receptor; O95977; S1P4-expressing cells, antagonist mode, reporter read-out; inhibition, % at 4.98 µM; hit rate 0.26% among 220,000; AID 1510; in the data active = inhibition above about 29%;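 also: 0% = wells stimulated with agonist and 100% = vehicle wells without agonist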
RBBP9 inhibitor: human RBBP9 hydrolase inhibition | O75884 | recombinant RBBP9, FP-Rh probe fluorescence polarization | inhibition, % at 7.94 µM | hit rate 0.2% among 220,000 | AID 1515;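 active = inhibition above the campaign mean of all tested compounds plus 3 SD, cut at about 14% in these data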;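 also: plate controls were DMSO wells with RBBP9 for no effect and wells lacking RBBP9 protein for full effect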
Target sequence (O75884 whole entry, looked up): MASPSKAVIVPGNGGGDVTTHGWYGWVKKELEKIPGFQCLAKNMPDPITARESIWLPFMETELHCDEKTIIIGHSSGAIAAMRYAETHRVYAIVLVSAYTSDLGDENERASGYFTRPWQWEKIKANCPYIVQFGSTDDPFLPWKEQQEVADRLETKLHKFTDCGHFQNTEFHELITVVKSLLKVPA
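Measured by – fluorescence polarization · Test system – RBBP9 protein · Input – 2.5 µM RBBP9 dispensing solution, before mixing · Measure – percent inhibition from mP, scaled between DMSO and no-protein wells · Benchmarks – DMSO-treated enzyme wells and wells lacking RBBP9 · Times – preincubation 30 min plus labeling 45 min at 25 °C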
Runt-CBFb FRET: inhibitors of human RUNX1 Runt domain binding to CBFb; hit rate 0.46% among 220,000; Q01196+Q13951; AID 1496; inhibition, % at 20 µM; Cerulean-Runt/Venus-CBFb FRET ratio 530/480, 1 h;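 active = inhibition over about 50% at 20 µM in the single-dose screen, limit read from the data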;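 also: 0% = DMSO wells and 100% = excess unlabeled CBFb competitor control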
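System: Cerulean-labeled Runt domain protein | Quantity: 100 nM of each labeled protein | Schedule: 1 h compound exposure, room temperature | Detection: Fluorescence energy transfer, 422 nm excitation, 530/480 nm emission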
NPY1 pot ag: potentiators or agonists of human neuropeptide Y receptor Y1; NPY-Y1 expressing cells, potentiator/agonist activation; activation, % at 3.6 µM; hit rate 0.37% among 220,000; AID 1304; in the data active = activation above about 33%, passing the limit was not always enough;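 also: cells stimulated with NPY at EC10 then isoproterenol at EC100; 0% = low agonist plus stimulus and 100% = saturating agonist plus stimulus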
Target sequence (P25929 whole entry, looked up): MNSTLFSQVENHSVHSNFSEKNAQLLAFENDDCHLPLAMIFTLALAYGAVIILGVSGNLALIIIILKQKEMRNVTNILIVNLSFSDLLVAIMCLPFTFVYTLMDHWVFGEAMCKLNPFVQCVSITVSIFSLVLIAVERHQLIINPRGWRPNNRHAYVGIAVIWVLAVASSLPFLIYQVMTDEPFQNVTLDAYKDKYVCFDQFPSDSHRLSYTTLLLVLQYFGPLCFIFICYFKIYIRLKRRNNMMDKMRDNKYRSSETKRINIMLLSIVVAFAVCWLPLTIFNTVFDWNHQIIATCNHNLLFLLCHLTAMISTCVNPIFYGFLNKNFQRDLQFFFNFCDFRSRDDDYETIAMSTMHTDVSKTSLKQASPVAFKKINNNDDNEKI
BaF3 tox: counter-screen for JAK2V617F inhibitors: parental Ba/F3 viability inhibitors | hit rate 1.1% among 220,000 | inhibition, % at 5.6 µM | CellTiter-Glo ATP luminescence | AID 1486;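 active = inhibition above a per-campaign cutoff, the mean inhibition of all tested compounds plus 3 SD, cut at about 27% in these data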;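 also: 0% = DMSO wells and 100% = JAK Inhibitor I control wells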
S1P4 agonist: agonists of human S1P4 receptor. AID 1509. O95977. hit rate 0.35% among 220,000. activation, % at 4.98 µM. S1P4-expressing cell line, agonist reporter assay; in the data active = activation above about 11%;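 also: 0% = DMSO vehicle and 100% = reference agonist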
Ba/F3 V617F tox: loss of viability in JAK2V617F-driven Ba/F3 cells; AID 1446; Ba/F3 EpoR-JAK2V617F viability, ATP luminescence; hit rate 1.1% among 220,000; inhibition, % at 5.6 µM;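 active = inhibition above the campaign mean plus 3 SD over all tested compounds, cut at about 24% in these data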;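 also: cytokine-independent growth of Ba/F3 cells driven by EpoR plus mutant JAK2; 0% = DMSO-treated cells and 100% = JAK inhibitor I control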
NPY-Y2 PAM-ag: potentiates or activates human NPY-Y2 receptor | P49146 | cells expressing NPY-Y2, potentiator/agonist read-out | activation, % at 3.6 µM | hit rate 0.45% among 220,000 | AID 1359; in the data active = activation above about 27%;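 also: cells stimulated with NPY near EC25 plus isoproterenol at EC100; 0% = vehicle plus submaximal agonist and 100% = vehicle plus saturating agonist; some results beyond the cut were filed as inactive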
Target sequence (P49146 whole entry, looked up): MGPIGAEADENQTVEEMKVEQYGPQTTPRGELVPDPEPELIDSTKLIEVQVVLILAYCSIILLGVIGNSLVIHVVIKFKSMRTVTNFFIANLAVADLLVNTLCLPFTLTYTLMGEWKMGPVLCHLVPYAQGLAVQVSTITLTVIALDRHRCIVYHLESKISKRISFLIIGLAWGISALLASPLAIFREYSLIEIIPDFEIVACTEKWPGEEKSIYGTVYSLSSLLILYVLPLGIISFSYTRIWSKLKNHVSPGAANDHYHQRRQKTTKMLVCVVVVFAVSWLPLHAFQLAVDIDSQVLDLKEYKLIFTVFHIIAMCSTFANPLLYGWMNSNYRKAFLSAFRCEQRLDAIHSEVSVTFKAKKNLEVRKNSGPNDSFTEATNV
NPY-Y1 antag: antagonists of human neuropeptide Y receptor Y1 | P25929 | HEK293-CNG Y1 cells, membrane potential fluorescence; NPY at EC95, then isoproterenol | inhibition, % at 3.6 µM | hit rate 1% among 200,000;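 active = inhibition above the campaign mean inhibition of all tested compounds plus 3 SD, cut at about 20% in these data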;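 also: 0% = DMSO wells given NPY plus isoproterenol and 100% = isoproterenol alone without NPY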
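System: HEK293 cells with Y1 receptor plus CNG channel / Probe or stimulus: NPY 25 nM then isoproterenol 1 µM plus Ro 20-1724 25 µM / Compound: one concentration, 3.6 µM, in 0.4% DMSO / Schedule: compound incubation 1 h at room temperature, readout 45 min post-stimulation / Measured by: membrane potential fluorescence / Read-out: % inhibition of NPY effect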
Active calls of the source: *; · = no result given. An unsorted share of the library; any-hit rate near 3.6%.

SMILES | S1P4 antagonist | RBBP9 inhibitor | Runt-CBFb FRET | NPY1 pot ag | BaF3 tox | S1P4 agonist | Ba/F3 V617F tox | NPY-Y2 PAM-ag | NPY-Y1 antag
c1ccc(-c2noc(C34CC5CC(CC(C5)C3)C4)n2)cc1 | -3.6 | -0.2 | -0.6 | -5.0 | 1.9 | 0.9 | 2.1 | -2.1 | -0.1
Cn1nnnc1CCOCCc1nnnn1C | 2.5 | -4.9 | 2.3 | -8.7 | 1.5 | 0.5 | -1.6 | -3.5 | 8.9
CNC(=O)c1ccc(NC(=O)/C=C/c2cccc(F)c2)cc1 | -16.1 | -1.0 | -8.7 | 4.4 | 3.9 | -0.1 | 1.4 | 2.1 | 0.7
CCCCCC1CC(/C(C)=N/NC(N)=O)OC1=O (configuration not stated) | -19.4 | -3.1 | 1.7 | 9.3 | 2.7 | 0.1 | -3.7 | 6.8 | 5.3
c1ccc(CCNc2nc3ccccc3s2)cc1 | 0.1 | -9.4 | -1.3 | 8.4 | 5.9 | -1.5 | -1.3 | 13.5 | 9.7
CN1C(=O)C2(c3ccccc31)c1c(oc3ccccc3c1=O)C(=O)N2CCO (configuration not stated) | -6.3 | -0.2 | 0.2 | 3.7 | 0.9 | 1.0 | -1.0 | -3.5 | ·
CCOc1cc2[nH]c(=S)n(CCN3CCC(C)CC3)c(=O)c2cc1OCC | -17.0 | -2.3 | 0.7 | -28.2 | 1.4 | -1.0 | -1.2 | -3.9 | 0.5
O=C1c2ccccc2N2C(=O)c3ccccc3C2N1Cc1ccccc1 (configuration not stated) | 24.6 | -12.9 | 2.3 | -47.8 | 0.8 | 0.0 | 4.1 | -31.8 | ·
Cc1ccc(C2C(C#N)=C(N)Oc3n[nH]c(C)c32)cc1 (configuration not stated) | 20.9 | 3.8 | 0.4 | -1.7 | 0.3 | 0.4 | -4.3 | 7.7 | -5.2
COc1ccc(-c2csc(Nc3ccc(S(=O)(=O)Nc4cc(C)on4)cc3)n2)cc1 | 0.5 | -8.8 | 2.2 | 15.8 | -1.0 | -0.6 | 1.6 | 13.8 | -5.6
NC(=O)C1CCN(C(=O)CN2CCN(c3cccc(C(F)(F)F)c3)CC2)CC1 | -9.8 | 2.3 | 0.6 | -12.1 | 2.7 | 2.7 | 2.7 | -2.2 | -4.4
Cc1ccc(C(C)C)c(OCc2nn(CC(=O)c3ccc(OC(F)F)cc3)c3[n+]2CCCCC3)c1 | -5.3 | -8.5 | 1.4 | -20.5 | 30.2* | 1.4 | 48.5* | -11.2 | 31.5*
COCCNC(=O)C(=O)c1cc(C)n(-c2ccc([N+](=O)[O-])cc2)c1C | -5.2 | 0.7 | 0.0 | 0.9 | 11.1 | -2.9 | 1.1 | -3.9 | -2.9
O=C(NCc1ccccn1)Nc1ccc(Cl)c(Cl)c1 | -4.5 | 8.1 | 1.3 | 0.2 | 0.1 | 0.5 | -2.3 | 10.3 | 2.5
CC(=O)c1ccc(NS(=O)(=O)c2ccc(CC(C)C)cc2)cc1 | -3.6 | -3.7 | 1.0 | -6.5 | 1.8 | 0.1 | -4.6 | -4.8 | 0.6
CC(C)C(c1nnnn1CC1CCCO1)N1CCN(Cc2ccc3c(c2)OCO3)CC1 (configuration not stated) | -4.1 | 1.1 | 1.7 | -6.4 | 4.5 | -0.7 | -2.3 | 0.4 | -0.9
Cc1ccc(S(=O)(=O)NNC(=O)C2CCN(S(=O)(=O)c3ccc(C)cc3)CC2)cc1 | -14.0 | -4.4 | -1.7 | -19.6 | -2.2 | -1.9 | -3.6 | -0.2 | -5.8
COc1cccc(-n2cc(C(=O)O)c3ccccc3c2=O)c1 | -6.3 | 3.3 | 0.3 | 0.5 | 7.6 | 1.1 | -1.0 | -0.5 | 2.4
CCCCN(C(=O)CSc1nncn1-c1ccccc1)c1c(N)n(Cc2ccccc2)c(=O)[nH]c1=O | 9.8 | -2.0 | -4.5 | -7.8 | 2.9 | -0.9 | -4.4 | -0.1 | 0.1
COc1ccc(-c2cc(C(F)(F)F)nc(N3CCCCCC3)n2)cc1 | -18.1 | 6.1 | 1.2 | 7.4 | 4.5 | -1.8 | -0.1 | -1.1 | 0.5
CC(C)CC1=NN2C(=N)/C(=C\c3coc4ccccc4c3=O)C(=O)N=C2S1 | 7.5 | -11.2 | -49.7 | -4.4 | 2.3 | -1.5 | 1.7 | -6.2 | -2.6
Cc1onc(-c2ccccc2)c1C(=O)/C=C/N(C)C | 7.9 | 0.1 | 0.2 | 13.0 | 1.0 | 1.1 | 0.5 | -21.5 | ·
CC(C)OP(=O)(OC(C)C)C(Nc1ccccc1)c1cccc([N+](=O)[O-])c1 (configuration not stated) | 1.6 | -11.1 | -3.6 | 6.2 | -1.7 | 1.5 | 3.4 | -1.7 | ·
COc1ccccc1N1CCN(C(=O)CN(c2cc(C)cc(C)c2)S(C)(=O)=O)CC1 | -21.4 | -3.2 | -1.6 | -6.2 | -1.3 | 0.7 | -3.4 | 9.7 | 1.9
CCN1CCN(c2nc(S(=O)(=O)c3ccc(C)cc3)c(Cl)s2)CC1 | 1.7 | 1.5 | -3.8 | -16.8 | 3.8 | 1.8 | -1.2 | -5.9 | 0.7
O=C(NNC(=O)c1ccccc1[N+](=O)[O-])c1ccccn1 | -6.2 | -10.7 | 2.6 | 7.3 | 11.1 | 0.4 | 2.2 | -9.9 | -4.2
O=S(=O)(Nc1ccc2c(c1)OCCO2)c1ccc2oc3ccccc3c2c1 | -17.8 | -24.1 | 0.4 | -36.5 | 4.0 | 1.2 | -0.1 | -33.2 | 7.3
Cc1ccsc1/C=N/Nc1nc2ccccc2[nH]1 | -2.9 | -7.0 | 4.4 | -22.6 | 1.2 | 0.3 | -1.9 | -8.8 | 1.5
CCn1nc(C(=O)Nc2cccc(C(F)(F)F)c2)c(Cl)c1Cl | -6.8 | -5.3 | -1.2 | 4.2 | 2.6 | 0.5 | 6.1 | -1.4 | -0.2
Cn1c(/C=C/c2ccccc2)nc2ccccc21 | -10.3 | -10.5 | -0.3 | 6.5 | 7.8 | 5.3 | 2.0 | -3.3 | 3.5

Compound profiles, as listed above. Screens in order: S1P4 antagonist, RBBP9 inhibitor, Runt-CBFb FRET, NPY1 pot ag, BaF3 tox, S1P4 agonist, Ba/F3 V617F tox, NPY-Y2 PAM-ag, NPY-Y1 antag
`CCN1CCN(c2nc(S(=O)(=O)c3ccc(C)cc3)c(Cl)s2)CC1` in the list: 1.7, 1.5, -3.8, -16.8, 3.8, 1.8, -1.2, -5.9, 0.7
`Cc1ccsc1/C=N/Nc1nc2ccccc2[nH]1` in the list: -2.9, -7.0, 4.4, -22.6, 1.2, 0.3, -1.9, -8.8, 1.5

Other entries.
SMILES | S1P4 antagonist | RBBP9 inhibitor | Runt-CBFb FRET | NPY1 pot ag | BaF3 tox | S1P4 agonist | Ba/F3 V617F tox | NPY-Y2 PAM-ag | NPY-Y1 antag
O=C(NC(=S)Nc1ccc(CN2CCOCC2)cc1)c1cc2ccccc2o1 | 2.5 | 3.3 | -5.7 | -4.8 | 1.5 | -0.6 | -3.9 | 0.3 | -5.3
O=Cc1ccc(Oc2ccc(F)cc2)nc1 | -4.2 | -0.4 | -0.6 | -1.2 | 0.6 | 2.7 | 0.3 | -4.7 | 2.2
O=[N+]([O-])c1cccc(-c2ncc3ccccn23)c1 | -12.4 | -4.7 | 0.1 | 11.3 | 2.3 | 0.4 | -1.0 | 3.4 | 1.1
O=C(C1CCN(S(=O)(=O)c2cccc3cccnc23)CC1)N1CCN(C2CCCC2)CC1 | 9.1 | -9.1 | -1.2 | -29.5 | 8.6 | -0.6 | -0.4 | -1.8 | 5.9
O=C(N/N=C/c1cc(Br)ccc1O)C(=O)Nc1ccccc1OC(F)(F)C(F)F | -24.2 | -14.3 | -30.6 | -3.9 | 2.8 | -2.1 | 5.5 | -1.5 | -1.2
Cc1cc(C(=O)N/N=C/C=C/c2ccccc2[N+](=O)[O-])c(C)o1 | 11.7 | -1.9 | 3.8 | 12.7 | -0.3 | 0.9 | 0.0 | 9.7 | 7.6
COc1ccc(CC(=O)NNc2ncnc3c2cnn3Cc2ccccc2)cc1OC | 2.9 | -1.4 | 8.7 | 27.4 | -1.8 | 0.2 | -3.1 | -12.4 | ·
O=c1cc(CCl)nc2scc(-c3ccccc3)n12 | -9.6 | -5.7 | 0.4 | 8.9 | -2.8 | 1.4 | -4.4 | 17.8 | ·
Cc1c(/C=C/C(=O)c2ccccc2O)cnn1C | 2.0 | -4.5 | 2.8 | -18.4 | 2.0 | -0.4 | -1.4 | -12.3 | 2.4
Cc1c(CCC(=O)O)c(=O)oc2cc3oc4c(c3cc12)CCCC4 | 8.6 | -6.1 | -1.4 | 10.0 | 0.8 | -0.4 | -2.0 | 15.4 | ·
CCC(C)c1ccc(NC(=S)NCc2ccccn2)cc1 (configuration not stated) | -9.4 | -8.3 | -0.8 | 14.8 | 8.2 | 1.6 | -2.0 | 6.4 | 0.2
O=C(c1ccc2c(c1)OCCO2)N1CCN(Cc2ccccc2)CC1 | 1.0 | -7.8 | -1.0 | -7.2 | 0.3 | 0.7 | 2.7 | -13.0 | -3.7
CCOC(=O)CSc1nnc(CNc2cccc(Cl)c2)n1-c1ccccc1 | -10.0 | 2.4 | -2.9 | -14.1 | 2.1 | -1.6 | -2.6 | -2.6 | -2.3
OCCCCCN=c1cc(-c2ccccc2)oc2ccc(Cl)cc12 | -10.4 | -4.4 | -3.7 | 26.9 | 0.3 | -0.7 | 0.7 | 15.8 | 5.5
CC(C)Nc1nnc(SCC(=O)NCc2ccc3c(c2)OCO3)s1 | -4.0 | -3.5 | 1.9 | -3.4 | 5.6 | -1.1 | -1.6 | -1.5 | 5.8
Cc1ccccc1CN1CCN(S(C)(=O)=O)CC1 | -18.4 | 3.2 | -3.8 | -9.8 | 4.7 | 0.0 | -0.7 | 7.0 | -1.0
CC(=O)N1CCN(CCN=CC2=C(O)CC(C)(C)CC2=O)CC1 | -17.4 | -0.2 | -1.5 | -1.5 | 0.7 | 0.7 | -1.1 | -5.5 | 0.8
CCn1c(NCc2ccccn2)nc2ccccc21 | 6.5 | -9.0 | -1.2 | 11.1 | 2.1 | 2.1 | -3.8 | 1.7 | 1.9

3 entries from above, with two lines to a compound.
The line under a structure holds: S1P4 antagonist	RBBP9 inhibitor	Runt-CBFb FRET	NPY1 pot ag	BaF3 tox	S1P4 agonist	Ba/F3 V617F tox	NPY-Y2 PAM-ag	NPY-Y1 antag
> CC(=O)N1CCN(CCN=CC2=C(O)CC(C)(C)CC2=O)CC1
 : -17.4	-0.2	-1.5	-1.5	0.7	0.7	-1.1	-5.5	0.8
> CCC(C)c1ccc(NC(=S)NCc2ccccn2)cc1 (configuration not stated)
 : -9.4	-8.3	-0.8	14.8	8.2	1.6	-2.0	6.4	0.2
> CCOC(=O)CSc1nnc(CNc2cccc(Cl)c2)n1-c1ccccc1
 : -10.0	2.4	-2.9	-14.1	2.1	-1.6	-2.6	-2.6	-2.3
